ATXN2 expr inh: inhibitors of ATXN2 expression | AID 1745845 | HEK-293 ATXN2-luciferase reporter, luminescence, 24 h | 360,000 compounds, 0.72% hits | Potency, µM (titrated, usually from 57 µM), for the others: at the highest dose activity change, negative = inhibition, hits mostly inhibitors; further: potency means the concentration at half of the fitted maximal effect; on the % scale 0 is the no-effect control and ±100 the full control effect; nearly all actives have a fitted effect of over 55% in size
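ATXN2-luciferase reporter cells (luciferase flanked by upstream and downstream ATXN2 gene portions) were treated 24 h at 37 °C with compounds at up to 57 uM. SteadyGlo luminescence gave expression; GF-AFC fluorescence gave viability.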
TGFb SMAD3 inh: TGF-b pathway inhibition; AID 588855; 410,000 compounds, 1.2% hits; Potency, µM (top dose mostly 46.1 µM), for inactives: at the highest dose activity, negative = inhibition, most hits filed as inhibitors; HepG2 CAGA-GFP TGF-b/SMAD3 reporter, GFP fluorescence, 18 h; TGF-beta stimulated, 500 pg/mL final; further: potency means the concentration at half of the fitted maximal effect; on the % scale 0 is the no-effect control and ±100 the full control effect; nearly all actives have a fitted effect of over 65% in size
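Cell-based qHTS in HEPG2 carrying a CAGA-GFP Smad reporter; compounds added before 500 pg/mL final TGF-beta, 18 h incubation at 37 degrees C, GFP fluorescence quantified per cell by imaging cytometry.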
HepG2 viability: kills HepG2 cells in TGF-b inhibitor counter-screen | HepG2 CAGA-GFP viability, ATP luminescence, 18 h | Potency, µM (highest dose often 46.1 µM), for inactives: at the top dose activity change, negative = cytotoxicity, actives largely listed as cytotoxic | 410,000 compounds, 0.76% hits | AID 588856; further: potency means the concentration at half of the fitted maximal effect; some results filed as inactive show a strong effect at the top dose
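CellTiter-Glo luminescence gave cytotoxicity after 18 hours at 37 degrees C. The cells were HepG2 CAGA-GFP in 1% FBS DMEM, stimulated with 500 pg/mL TGF-beta after compound addition. %Activity was normalised to no-cell wells (complete cell-killing) and DMSO (no toxicity), and curves were fitted and classified.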
Nrf2 block: blocks Nrf2 signaling; A549 ARE-Fluc reporter, luciferase luminescence, 18-24 h; Potency, µM (highest dose often 46 µM), without a hit: at the highest dose activity change, negative = inhibition, actives largely listed as inhibitors; 360,000 compounds, 2.1% hits; further: potency means the concentration at half of the fitted maximal effect; on the % scale 0 is the no-effect control and ±100 the full control effect; nearly all actives have a fitted effect of over 60% in size
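Quantitative HTS in A549 cells stably bearing an antioxidant response element-firefly luciferase construct. Inhibition of Nrf2-driven transcription was scored by luminescence after 18-24 h of compound exposure at 37 °C.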
A549 tox: kills or reduces viability of A549 cells in Nrf2 counter-screen; A549 ARE-Fluc cells, CellTiter-Fluor viability, 18-24 h; Potency, µM (titrated, usually from 46 µM), for the others: top-dose activity change, negative = cytotoxicity, usual class: inhibitors; 390,000 compounds, 0.16% hits; AID 504648; further: potency means the concentration at half of the fitted maximal effect; on the % scale 0 is the no-effect control and ±100 the full control effect
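A549 ARE_Fluc cells in 5% FBS OPTI-MEM were exposed to compounds in concentration-response for 18-24 h at 37 deg C. Viability was read by CellTiter-Fluor fluorescence (Ex 405/Em 525) after 30 min, before the luciferase read.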
Nrf2 activator: Nrf2 pathway activation; 410,000 compounds, 0.31% hits; AREc32 ARE-luciferase reporter (MCF7-derived line), luminescence, 24 h; Potency, µM (titrated, usually from 46.1 µM), inactives show at the top dose activation, usual class: activators; AID 624171; further: potency means the concentration at half of the fitted maximal effect; % of control where 0% means no effect; nearly all actives have a fitted effect of over 65% in size
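Steps: seed AREc32_Fluc cells (1000/well, 5% FBS OPTI-MEM); incubate overnight at 37 deg C; add 23 nL compound; incubate 24 hr; add Steady-Glo; hold 30 min RT; read luminescence.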
S2 tox: viability counter-screen for ATXN expression inhibitors; S2 cells (HEK-293 line with an ATXN2-luciferase reporter) viability, CellTiter-Fluor protease fluorescence, 24 h; Potency, µM (series often up to 56.7 µM), most hits filed as cytotoxic; 400,000 compounds, 0.49% hits; AID 651635; further: potency means the concentration at half of the fitted maximal effect; nearly all actives have a fitted effect of over 40% in size
EPAC2 agonist: agonists of human EPAC2 (RAPGEF4). Q8WZA2. EPAC2 activation, biochemical qHTS; response scale: 100% = 6.5 mM cAMP response. Potency, µM (titrated, usually from 154 µM), for inactives: at the top dose activation, most hits filed as activators. 360,000 compounds, 0.079% hits; further: potency means the concentration at half of the fitted maximal effect; nearly all actives have a fitted effect of over 50% in size
Target sequence (Q8WZA2 whole entry, looked up): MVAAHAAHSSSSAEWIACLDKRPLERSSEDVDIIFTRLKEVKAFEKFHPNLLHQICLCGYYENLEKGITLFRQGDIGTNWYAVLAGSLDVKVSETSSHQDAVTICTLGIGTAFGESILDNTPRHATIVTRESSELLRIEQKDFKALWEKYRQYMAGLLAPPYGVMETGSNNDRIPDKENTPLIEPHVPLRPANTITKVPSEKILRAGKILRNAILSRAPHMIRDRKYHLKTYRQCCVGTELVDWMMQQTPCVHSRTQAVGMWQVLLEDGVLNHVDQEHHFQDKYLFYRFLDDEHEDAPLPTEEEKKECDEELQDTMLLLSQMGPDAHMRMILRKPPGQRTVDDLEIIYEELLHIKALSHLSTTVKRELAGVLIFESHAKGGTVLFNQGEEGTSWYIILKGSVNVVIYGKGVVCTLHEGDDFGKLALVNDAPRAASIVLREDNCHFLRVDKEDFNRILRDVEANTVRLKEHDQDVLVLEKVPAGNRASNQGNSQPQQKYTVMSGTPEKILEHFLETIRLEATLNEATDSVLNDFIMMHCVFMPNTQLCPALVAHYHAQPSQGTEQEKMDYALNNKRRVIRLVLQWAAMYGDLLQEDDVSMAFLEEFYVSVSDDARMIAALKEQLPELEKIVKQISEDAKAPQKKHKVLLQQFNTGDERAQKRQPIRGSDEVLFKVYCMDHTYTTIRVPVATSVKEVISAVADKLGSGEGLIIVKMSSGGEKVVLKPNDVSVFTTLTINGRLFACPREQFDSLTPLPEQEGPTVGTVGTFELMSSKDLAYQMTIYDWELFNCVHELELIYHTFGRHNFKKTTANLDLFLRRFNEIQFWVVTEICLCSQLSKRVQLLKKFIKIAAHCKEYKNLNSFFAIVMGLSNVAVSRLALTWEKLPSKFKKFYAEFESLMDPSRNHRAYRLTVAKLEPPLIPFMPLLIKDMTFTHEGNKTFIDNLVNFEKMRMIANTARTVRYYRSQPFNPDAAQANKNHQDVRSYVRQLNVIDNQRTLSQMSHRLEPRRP
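Compounds were titrated in qHTS against a Rap1B-BODIPY-GDP (250 nM) complex with EPAC2 (100 nM) and GDP (50 uM). BODIPY-GDP release tracked at 480/540 nm over 30 min at room temperature, normalized to 6.5 mM cAMP.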
IL-2 act: activators of IL-2 | IL-2 activation reporter assay, cell-based qHTS; stimulated with anti-CD3/CD4/CD28 beads; in transgenic mouse T cells | activation, % (series mostly up to about 46 µM) | 360,000 compounds, 0.065% hits | AID 652025; in the data active means activation above about 50%; inconclusive means mostly about 30% to 49%; further: 0% is about no effect
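Readout is EGFP and DsRed signal by fluorescent plate cytometry after 18 h at 37 degrees C. Transgenic mouse T cells (750/well) received compound for 60 min before bead stimulation (anti-CD3, anti-CD4, anti-CD28); memory T cells served as non-tolerant control.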
Active calls of the source: *; i = inactive; u = inconclusive; x = not tested or not shown; [ ] = another dose, or the depositor's remark. Unless noted, the call rests on the fitted dose curve; in most records, active means well fitted curve in the direction sought with a large enough effect; inconclusive means small, poorly fitted or top-dose-only effect, or another doubt; inactive means no such curve, though single readings can be large; an effect the other way counts as inactive or inconclusive. This is a random part of the collection (roughly 4.3% active in at least one column).

Compound	ATXN2 expr inh	TGFb SMAD3 inh	HepG2 viability	Nrf2 block	A549 tox	Nrf2 activator	S2 tox	EPAC2 agonist	IL-2 act
CCC(C)N(C(=O)Cn1nnc2ccccc21)C(C(=O)Nc1ccc(F)cc1)c1cccc(OC)c1 (stereo not given)	-19.2%	u	-1.4%	u	-18.8%	-0.1%	u	9.7%	-1.7
O=C(c1cccc([N+](=O)[O-])c1)N1CCCC(C(=O)N2CCCCCC2)C1 (stereo not given)	-2.6%	18.9%	61.5%	-20.4%	9.3%	3.3%	i	11.5%	2.3
COc1ccc(C(=O)NC2=NCCS2)cc1	-1.2%	0.0%	-12.9%	u	-7.3%	0.3%	i	21.4%	0.9
CCN1C(=O)N/C(=C/c2cc(C)n(Cc3ccccc3)c2C)C1=O	29.3%	-2.5%	-8.6%	0.7%	-4.5%	4.1%	i	10.3%	-0.1
COc1ccc(Cc2nc3ccc(S(N)(=O)=O)cc3[nH]2)cc1OC	6.6%	-5.8%	-19.0%	7.3%	-2.0%	-0.9%	u	7.6%	0.1
Cc1c(C)c2ccc(OCc3ccc(C(=O)O)o3)c(C)c2oc1=O	u	5.1%	-16.6%	u	3.2%	-2.0%	i	3.7%	2.7
OCCCCNCc1cc(Br)ccc1OCc1ccccc1	x	2.1%	-5.2%	0.1%	-10.4%	-1.1%	i	1.9%	1.3
CCCn1c(SCC(=O)N2CCN(c3ccccc3)CC2)nc2ccccc2c1=O	-2.5%	0.0%	-8.1%	11.2%	-6.4%	-0.3%	i	22.1%	-1.2
COc1ccccc1NC(=O)COC(=O)c1ccccc1SCC(=O)N1CCCC1	-3.7%	-15.1%	-16.4%	9.0%	1.0%	2.8%	i	5.7%	-0.1
COc1cc(OC)c(NC(=O)Nc2sc3nc4n(c(=O)c3c2C)CCC(C)CC4)cc1Cl (stereo not given)	-11.9%	0.0%	3.5%	-2.8%	7.5%	-1.1%	u	x	x
O=C(O)c1cc(NS(=O)(=O)c2ccc(NCc3ccccc3)c([N+](=O)[O-])c2)cc(C(=O)O)c1	x	-3.0%	-8.9%	1.2%	-10.4%	-0.4%	i	-0.6%	1.3
O=C(CC1C(=O)NCCN1Cc1ccccc1C(F)(F)F)NC1CCCC1 (stereo not given)	-7.4%	10.4%	-63.1%	-1.1%	-2.8%	0.0%	i	-2.5%	-2.9
COc1ccc(OC)c(-c2nc(CN3CCCCC3c3cccnc3)c(C)o2)c1 (stereo not given)	-12.4%	-8.1%	0.1%	-8.3%	4.1%	2.8%	i	-0.6%	0.3
CC(=O)Nc1cccc(NC(=O)c2c(-c3ccccc3)c(-c3ccccc3)nn(C)c2=O)c1	x	-24.3%	0.9%	-3.7%	0.0%	0.2%	x	x	x
Cc1cccc(NC(=O)COC(=O)c2ccccc2SCC(=O)N2CCCC2)c1	4.6%	-29.9%	3.4%	20.4%	1.0%	-0.7%	u	7.9%	-2.5

Compound	ATXN2 expr inh	TGFb SMAD3 inh	HepG2 viability	Nrf2 block	A549 tox	Nrf2 activator	S2 tox	EPAC2 agonist	IL-2 act
COc1ccc(NC(=O)c2sc3nc(-c4cccnc4)ccc3c2N)cc1	-3.4%	5.2%	-15.0%	u	0.8%	-0.2%	u	3.5%	u
O=C(c1cc(Cl)nc2ccccc12)N1CCN(S(=O)(=O)c2cccc(C(F)(F)F)c2)CC1	-17.6%	-14.4%	-8.0%	-5.7%	3.0%	0.4%	i	8.5%	-0.4
CN(C)c1ccc(-c2csc(C(O)c3cccc(Cl)c3)n2)cc1 (stereo not given)	7.0%	-6.5%	-21.6%	x	x	-0.9%[9.22 µM]	i	5.5%	-0.7
CCC(=O)NC1(C(F)(F)F)C(=O)Nc2c1c(=O)[nH]c(=O)n2Cc1ccco1 (stereo not given)	1.4%	0.0%	-2.9%	u	-0.2%	1.1%	i	2.3%	0.4
Cc1ccc(NS(=O)(=O)c2cc(C(=O)Nc3cccc(N(C)S(C)(=O)=O)c3)ccc2C)c(C)c1	-1.8%	u	8.9%	u	-8.2%	4.9%	u	13.1%	-4.8
O=[N+]([O-])c1cnc(Sc2ccncn2)c([N+](=O)[O-])c1	x	u	-98.5%	x	x	u	u	-3.1%	-3.3
O=c1cc(Cc2ccccc2)[nH]c(=S)[nH]1	5.7%	-15.6%	-1.4%	8.8%	0.4%	0.0%	i	9.0%	-0.4
Cn1c(=O)[nH]c(=O)c2c1nc(NCc1ccccc1)n2CCCc1ccccc1	-1.0%	13.3%	-27.7%	x	1.4%	3.7%	i	-5.6%	0.4
CC(=O)n1nc(-c2cccnc2)nc1NCc1cccs1	-19.8%	-0.4%	-10.6%	-11.9%	0.9%	0.0%	i	5.2%	-1.6
CN(C)C(=O)c1cc(C(=O)c2ccc(F)cc2C(F)(F)F)c[nH]1	-27.9%	-20.0%	-15.8%	-29.7%	-0.7%	1.9%	i	1.6%	-0.3
CCOc1ccc2nc(NC(=O)CSc3nnnn3C3CCCCC3)sc2c1	32.6%[activator]	u	-60.6%	26.6%	5.0%	7.6%	i	22.0%	-0.7
CC(=O)Nc1cccc(C(=O)NNC(=O)c2ccc(NS(=O)(=O)c3cccs3)cc2)c1	x	-7.6%	3.6%	x	x	-1.9%	i	15.2%	4.0
CCn1c(COc2ccc3c(c2)OCO3)nnc1SCC(=O)O	2.6%	13.4%	-0.6%	x	-0.5%	-1.2%	i	15.3%	0.3
CN(C)CCCN(C(=O)c1cc2cc([N+](=O)[O-])ccc2s1)c1nc2cc3c(cc2s1)OCCO3	u	u	-97.9%	u	u	1.7%	20µM*	26.8%	-0.5
CC(=O)Nc1ccc(S(=O)(=O)O)c(OC(C)=O)c1	10.5%	22.4%	0.5%	-5.5%	3.9%	0.2%	i	-0.9%	-0.5

Compound	ATXN2 expr inh	TGFb SMAD3 inh	HepG2 viability	Nrf2 block	A549 tox	Nrf2 activator	S2 tox	EPAC2 agonist	IL-2 act
Cn1c(SCC(=O)NCC2CCCO2)ncc(C(=O)Nc2ccc(Cl)cc2)c1=O (stereo not given)	u	-13.3%	-2.7%	23.3%	1.5%	5.2%	x	20.3%	-3.8
Cc1cccc(NS(=O)(=O)c2ccc3oc(=O)ccc3c2)c1C	x	2.2%	-3.4%	u	8.1%	0.2%	i	8.7%	1.2
COc1cccc(-c2csc(N3CCN(C(=O)Nc4ccc(Cl)cc4)CC3)n2)c1	x	u	-29.3%	14.6µM*	u	-0.6%	u	6.8%	-3.8
Cc1cc(C)c(S(=O)(=O)N2CCC(C(N)=O)CC2)cc1C	1.1%	5.3%	7.2%	0.8%	0.2%	-0.7%	i	2.0%	-2.5
Cc1ccccc1-n1nc(C)c2c(C(=O)NN)cc(-c3ccncc3)nc21	-14.4%	0.0%	0.0%	3.9%	23.9%	0.2%	i	2.3%	0.2
CCOC(=O)N1CCN(Cc2ccccc2F)CC1	0.6%	-3.7%	14.9%	-7.0%	-1.9%	0.0%	i	-8.1%	-0.6
CCOC(=O)C1(CC2CCCCO2)CCN(C(=O)Nc2ccc(C(=O)OC)cc2)CC1 (stereo not given)	x	-6.4%	1.4%	-6.0%	3.7%	2.7%	i	2.1%	-0.1
Nn1c(Cc2cccc3ccccc23)nnc1SCc1c(Cl)cccc1Cl	0.0%	0.0%	-30.2%	-7.1%	-6.8%	-0.9%	i	3.1%	0.2
O=C1c2ccc(Oc3cccc([N+](=O)[O-])c3)cc2C(=O)N1c1ccccn1	x	6.7%	1.9%	u	-1.8%	-0.9%	i	8.6%	0.4
CC(C)(C)NC(=O)Cn1c(SCC(=O)NCc2cccs2)nc2ccccc21	-1.3%	1.9%	-0.4%	12.4%	-16.9%	-0.1%	i	8.3%	0.7
CC(C)(C)NC(=O)CSc1nc(-c2ccc(F)cc2)cc(C(F)(F)F)n1	-6.0%	1.2%	13.7%	-30.2%	-13.5%	-0.9%	i	x	x
COc1ccccc1NC(=O)CNC(=O)Cn1cnc2sc(C)c(C)c2c1=O	-3.9%	0.0%	-4.5%	14.8%	4.8%	0.1%	i	-1.7%	-1.4
Cc1cc(Cl)cc(C)c1OCCNCc1ccccc1	-23.0%	-18.0%	-43.5%	2.1%	1.3%	0.2%	i	0.9%	-0.1
COc1cc(NC(=O)CN2c3cccc4cccc(c34)S2(=O)=O)cc(OC)c1OC	-10.0%	-19.3%	-11.9%	23.1µM*	-11.8%	3.1%	i	2.0%	-0.8
O=C(/C=C1\NC2(CCCC2)Cc2ccccc21)C(=O)N/N=C/c1ccc(O)c(O)c1	-30.9%	u	-22.9%	6.9%	-11.7%	1.9%	u	6.6%	-0.3
CCS(=O)(=O)Nc1cccc(C2=NN(C(C)=O)C(c3cccs3)C2)c1 (stereo not given)	1.5%	3.0%	-10.9%	-14.2%	1.8%	3.3%	i	0.8%	0.9
COc1cc(S(=O)(=O)N2CCCCC2)ccc1NC(=O)c1ccncc1	18.7%	-2.2%	-4.1%	3.8%	1.9%	0.3%	i	5.6%	3.0
COc1cc(C(=O)OCCN2CCCCC2)ccc1O	-9.7%	9.8%	-8.4%	8.2%	4.8%	-0.2%	i	6.4%	1.3

Reprinted at random: two records from the list.
Compound	ATXN2 expr inh	TGFb SMAD3 inh	HepG2 viability	Nrf2 block	A549 tox	Nrf2 activator	S2 tox	EPAC2 agonist	IL-2 act
CCS(=O)(=O)Nc1cccc(C2=NN(C(C)=O)C(c3cccs3)C2)c1 (stereo not given)	1.5%	3.0%	-10.9%	-14.2%	1.8%	3.3%	i	0.8%	0.9
O=C1c2ccc(Oc3cccc([N+](=O)[O-])c3)cc2C(=O)N1c1ccccn1	x	6.7%	1.9%	u	-1.8%	-0.9%	i	8.6%	0.4
